TMEM16A inh: inhibitors of mouse TMEM16A calcium-activated chloride channel. Q8BHY3. HEK293 TMEM16A/YFP iodide influx fluorescence, ionomycin. normalized B-score (activity score, 25-100; higher = stronger inhibition) at 10 µM. 310,000 tested, 1.2% active;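 active means ratio plate-corrected score three or more library SD toward inhibition, starting fluorescence score within five deviations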;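 further: score derived from kinetic fluorescence span divided by baseline fluorescence per well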
MrgX1 antag: human MrgX1 receptor antagonism, primary screen; Q96LB2; MRGX1-HEK293 calcium flux, Fluo-4, BAM8-22 antagonism; stronger effect = lower value; B-score at 10 µM; 310,000 tested, 1.3% active; AID 588676;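 active means calcium-response B-score plate-corrected more than 3 library SD below zero, starting fluorescence within 5 deviations, no agonist response on first addition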;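 further: peak minus trough fluorescence over baseline after final BAM8-22 challenge near maximal dose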
Target sequence (Q96LB2 whole entry, looked up): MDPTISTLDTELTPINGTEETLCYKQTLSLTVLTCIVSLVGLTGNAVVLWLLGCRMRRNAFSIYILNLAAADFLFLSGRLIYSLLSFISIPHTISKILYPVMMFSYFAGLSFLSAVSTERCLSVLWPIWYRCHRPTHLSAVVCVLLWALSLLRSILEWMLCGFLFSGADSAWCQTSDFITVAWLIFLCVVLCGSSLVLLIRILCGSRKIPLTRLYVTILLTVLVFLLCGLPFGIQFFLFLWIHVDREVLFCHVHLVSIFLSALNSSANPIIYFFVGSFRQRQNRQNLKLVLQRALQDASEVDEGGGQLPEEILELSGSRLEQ
HDAC3 inh: human HDAC3 inhibition; O15379; recombinant HDAC3, fluorogenic peptide/trypsin coupled, fluorescence; inhibition, % at 8.3 µM; 320,000 tested, 0.15% active; AID 2718; in the data active means inhibition above about 26%, passing the limit was not always enough; inconclusive means no clear call, values can overlap the other calls
Target sequence (O15379 whole entry, looked up): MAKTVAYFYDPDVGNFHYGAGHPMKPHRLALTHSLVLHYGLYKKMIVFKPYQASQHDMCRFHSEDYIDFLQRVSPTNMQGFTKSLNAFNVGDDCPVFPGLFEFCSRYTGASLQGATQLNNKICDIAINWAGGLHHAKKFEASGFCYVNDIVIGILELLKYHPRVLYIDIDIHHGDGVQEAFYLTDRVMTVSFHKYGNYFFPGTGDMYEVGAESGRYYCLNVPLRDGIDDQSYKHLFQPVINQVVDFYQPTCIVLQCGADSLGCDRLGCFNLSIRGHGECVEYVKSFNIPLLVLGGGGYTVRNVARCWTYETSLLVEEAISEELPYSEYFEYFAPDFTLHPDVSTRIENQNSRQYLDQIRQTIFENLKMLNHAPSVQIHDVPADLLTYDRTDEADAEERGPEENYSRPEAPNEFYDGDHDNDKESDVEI
SKKanGAS inh: inhibitors of SKKanGAS S. pyogenes growth in kanamycin (SK-promoter or general growth effect). 300,000 tested, 1.3% active. inhibition, % at 7.5 µM. AID 1662. BacTiter-Glo, 6 h;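 active means mean replicate score, as percent of positive control median, at least 50; inconclusive means mean below 50 but one replicate at or above 50; inactive means mean and every replicate below 50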;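 further: strain carries kanamycin resistance gene driven by streptokinase promoter and grows in 40 µg/ml kanamycin; loss of luminescence reflects streptokinase promoter inhibition or plain growth inhibition; 0% = median of DMSO wells and 100% = positive control at its reference dose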
MrgX1 agonist: human MrgX1 receptor agonism, primary screen | Q96LB2 | MrgX1-HEK293 cells, Fluo-4 calcium fluorescence, agonist mode; stronger effect = higher value | B-score at 10 µM | 310,000 tested, 0.44% active | AID 588627;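 active means calcium response B-score plate-corrected fluorescence ratio at least 3 library SD, with starting fluorescence B-score inside 5 SD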
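Test system: HEK293 cells stably expressing human MrgX1 receptor; amount: 15,000 cells per well; doses: compound delivered in addition one of three; times: overnight plating before 1 h dye loading; detection: Fluo-4 NW calcium-flux fluorescence, kinetic read; read-out basis: B-scored fluorescence response ratio; controls: positive and negative controls per plate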
MrgX1 PAM: allosterically activates human MrgX1 receptor signaling; Q96LB2; MrgX1-HEK293, Fluo-4 calcium flux, FDSS; stronger effect = higher value; B-score at 10 µM; 310,000 tested, 0.63% active; AID 588675;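 active means plate-corrected calcium response at least 3 library SD above typical, normal starting fluorescence, not activating the receptor alone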;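 further: compound read alongside a low EC10 to EC30 dose of BAM8-22 agonist; peak minus trough fluorescence over baseline measured at the second addition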
TRPC6 inhibitor: inhibitors of mouse TRPC6 channel | 310,000 tested, 1.1% active | HEK293-TRPC6, membrane potential dye, ACh-evoked depolarization; stronger effect = lower value | B-score at 10 µM;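 active means B-score under library mean minus 3 SD, initial fluorescence not abnormally high, positive integrated signal ratio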;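 further: B-score derived from integrated fluorescence ratio over the kinetic read; more negative B-score means stronger inhibition of depolarization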
TMEM16A act: mouse TMEM16A channel activation, primary screen; Q8BHY3; HEK293 TMEM16A/YFP-H148Q/I152L, iodide quench fluorescence; stronger effect = lower value; B-score at 10 µM; 340,000 tested, 0.3% active;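 active means fluorescence-ratio B-score plate-corrected deviation score at least 3 library SD below zero, with starting fluorescence score within 5 deviations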;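 further: channel opened by trigger with iodide after compound preincubation; score built on the fluorescence ratio of max minus min over baseline; more negative score means more quench and so TMEM16A activation or potentiation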
RGS4 pot: potentiators or activators of RGS4; 310,000 tested, 0.92% active; B-score at 10 µM; HEK293 M3R/inducible RGS4, carbachol calcium flux Fluo4; stronger effect = lower value;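 active means B-score of the integrated calcium signal more than 4 SD below the library mean, with starting fluorescence not abnormally high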;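 further: negative B-score means reduced calcium response which marks RGS4 activation or potentiation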
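Material: M3R-expressing HEK293 line, RGS4 induced by doxycycline | Schedule: Overnight RGS4 induction, 30 min dye load 37 °C, 20 min compound RT | Measured by: Fluo4 fluorescence kinetic imaging of calcium | Read-out: Integrated calcium ratio converted to B score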
RGS4 inh: human RGS4 inhibition; P49798; HEK293 M3R/RGS4 inducible, Fluo-4 calcium flux; stronger effect = higher value; triggered by carbachol at its EC20; B-score at 10 µM; 310,000 tested, 0.45% active; AID 463165;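 active means B-score, a plate-corrected calcium signal, over three deviations above library mean, with baseline fluorescence within five deviations of library mean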;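 further: RGS4 expression induced by doxycycline in cells with stable M3 receptor; B-score is computed from the integrated fluorescence ratio over baseline after carbachol; higher B-score means a larger calcium signal and so more RGS4 inhibition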
Target sequence (P49798 whole entry, looked up): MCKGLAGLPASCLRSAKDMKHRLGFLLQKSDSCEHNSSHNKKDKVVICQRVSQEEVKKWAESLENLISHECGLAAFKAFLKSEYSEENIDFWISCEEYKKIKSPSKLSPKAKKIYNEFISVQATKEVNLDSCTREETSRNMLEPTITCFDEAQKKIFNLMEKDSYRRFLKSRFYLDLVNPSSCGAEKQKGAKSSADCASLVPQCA
TRPC6 activator: mouse TRPC6 channel activation. HEK293-TRPC6 membrane potential dye fluorescence; stronger effect = higher value. B-score at 10 µM. 310,000 tested, 0.13% active;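 active means B-score of the integrated fluorescence ratio above library mean plus 3 SD, and starting fluorescence ratio within library mean plus 5 SD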;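 further: higher score means more depolarization so channel activation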
* marks the source's active call; other numbers are inactive results. Random draw from the library, and some 6.7% of all compounds hit somewhere here.

How did Cc1c(N2C(=O)/C(=C/C3CC=CCC3)SC2=S)c(=O)n(-c2ccccc2)n1C (stereo unspecified) do in these assays?
TMEM16A inh: inactive; MrgX1 antag: inactive; HDAC3 inh: 5; SKKanGAS inh: 0; MrgX1 agonist: inactive; MrgX1 PAM: inactive; TRPC6 inhibitor: inactive; TMEM16A act: inactive; RGS4 pot: inactive; RGS4 inh: inactive; TRPC6 activator: inactive

How did CN(C)c1cccc2c1c(NC(=O)c1ccc(Cl)cc1)nn2C do in these assays?
TMEM16A inh: inactive; MrgX1 antag: inactive; HDAC3 inh: 10; SKKanGAS inh: -5; MrgX1 agonist: inactive; MrgX1 PAM: inactive; TRPC6 inhibitor: inactive; TMEM16A act: inactive; RGS4 pot: inactive; RGS4 inh: inactive; TRPC6 activator: inactive

How did O=[N+]([O-])c1ccc(S(=O)(=O)NCC(c2cccnc2)N2CCOCC2)cc1 (stereo unspecified) do in these assays?
TMEM16A inh: inactive; MrgX1 antag: inactive; HDAC3 inh: -6; SKKanGAS inh: 6; MrgX1 agonist: inactive; MrgX1 PAM: inactive; TRPC6 inhibitor: inactive; TMEM16A act: inactive; RGS4 pot: inactive; RGS4 inh: inactive; TRPC6 activator: inactive

Results for NC(=O)c1nsc(C(=O)N(Cc2ccco2)C(C(=O)NC2CCCC2)c2ccc(O)cc2)c1N (stereo unspecified) ?
SKKanGAS inh: 10; TRPC6 inhibitor: inactive; TMEM16A act: inactive; RGS4 pot: inactive; RGS4 inh: inactive; TRPC6 activator: inactive

Results for NNC(=O)C(=O)Nc1ccc(O)cc1 ?
TMEM16A inh: inactive; MrgX1 antag: inactive; SKKanGAS inh: 8; MrgX1 agonist: inactive; MrgX1 PAM: inactive; TRPC6 inhibitor: inactive; TMEM16A act: inactive; RGS4 pot: inactive; RGS4 inh: inactive; TRPC6 activator: inactive

Results for Cc1ccc(Cl)cc1N1CCN(S(=O)(=O)N2CCCCC2)CC1 ?
TMEM16A inh: inactive; MrgX1 antag: inactive; HDAC3 inh: 2; SKKanGAS inh: 11; MrgX1 agonist: inactive; MrgX1 PAM: inactive; TRPC6 inhibitor: inactive; TMEM16A act: -9.7*; RGS4 pot: inactive; RGS4 inh: inactive; TRPC6 activator: inactive

What do the screens show for `N/C(=N\OC(=O)CCCN1C(=O)c2ccccc2C1=O)c1ccc(Cl)cc1`?
TMEM16A inh: inactive; MrgX1 antag: inactive; HDAC3 inh: -1; SKKanGAS inh: -3; MrgX1 agonist: inactive; MrgX1 PAM: inactive; TRPC6 inhibitor: inactive; TMEM16A act: inactive; RGS4 pot: inactive; RGS4 inh: inactive; TRPC6 activator: inactive

How did COc1ccc(Cl)cc1C(=O)NNC(=O)c1cccc([N+](=O)[O-])c1 do in these assays?
TMEM16A inh: inactive; MrgX1 antag: inactive; HDAC3 inh: -4; SKKanGAS inh: 6; MrgX1 agonist: inactive; MrgX1 PAM: inactive; TRPC6 inhibitor: inactive; TMEM16A act: inactive; RGS4 pot: inactive; RGS4 inh: inactive; TRPC6 activator: inactive

Results for CCN(CC)CCNS(=O)(=O)c1ccc(OC)c(Br)c1 ?
TMEM16A inh: inactive; MrgX1 antag: inactive; HDAC3 inh: -4; SKKanGAS inh: 3; MrgX1 agonist: inactive; MrgX1 PAM: inactive; TRPC6 inhibitor: inactive; TMEM16A act: inactive; RGS4 pot: inactive; RGS4 inh: inactive; TRPC6 activator: inactive

How did Cc1cc(C(=O)N/N=C2\CC(=O)CC(C)(C)C2)c2ccccc2n1 do in these assays?
TMEM16A inh: inactive; MrgX1 antag: inactive; HDAC3 inh: -3; SKKanGAS inh: -7; MrgX1 agonist: inactive; MrgX1 PAM: inactive; TRPC6 inhibitor: inactive; TMEM16A act: inactive; RGS4 pot: inactive; RGS4 inh: inactive; TRPC6 activator: inactive

How did COc1ccc(OC)c(N(CC(=O)N2CCCC2)S(=O)(=O)c2ccc(C)cc2)c1 do in these assays?
TMEM16A inh: inactive; MrgX1 antag: inactive; HDAC3 inh: 4; SKKanGAS inh: -1; MrgX1 agonist: inactive; MrgX1 PAM: inactive; TRPC6 inhibitor: inactive; TMEM16A act: inactive; RGS4 pot: inactive; RGS4 inh: inactive; TRPC6 activator: inactive

Results for Cn1c(=O)n(C)c2cc(N3CCCCC3)c(NC(=O)c3cccc(Cl)c3)cc21 ?
TMEM16A inh: inactive; MrgX1 antag: inactive; HDAC3 inh: 0; SKKanGAS inh: 9; MrgX1 agonist: inactive; MrgX1 PAM: inactive; TRPC6 inhibitor: inactive; TMEM16A act: inactive; RGS4 pot: inactive; RGS4 inh: inactive; TRPC6 activator: inactive

Results for CNS(=O)(=O)c1ccc(NC(=O)C2CC(=O)N(c3ccc(Cl)cc3)C2)cc1 (stereo unspecified) ?
TMEM16A inh: inactive; MrgX1 antag: inactive; HDAC3 inh: -1; SKKanGAS inh: 5; MrgX1 agonist: inactive; MrgX1 PAM: inactive; TRPC6 inhibitor: inactive; TMEM16A act: inactive; RGS4 pot: inactive; RGS4 inh: inactive; TRPC6 activator: inactive

What do the screens show for `NS(=O)(=O)c1ccc(CCNC(=O)COC(=O)CN2C(=O)C3CCCCC3C2=O)cc1` (stereo unspecified)?
TMEM16A inh: inactive; MrgX1 antag: inactive; HDAC3 inh: 1; SKKanGAS inh: 4; MrgX1 agonist: inactive; MrgX1 PAM: inactive; TRPC6 inhibitor: inactive; TMEM16A act: inactive; RGS4 pot: inactive; RGS4 inh: inactive; TRPC6 activator: inactive

How did CCC1/C(=N\O)CC(c2ccco2)NC1c1ccco1 (stereo unspecified) do in these assays?
TMEM16A inh: inactive; MrgX1 antag: inactive; HDAC3 inh: -3; SKKanGAS inh: 2; MrgX1 agonist: inactive; MrgX1 PAM: inactive; TRPC6 inhibitor: inactive; TMEM16A act: inactive; RGS4 pot: inactive; RGS4 inh: inactive; TRPC6 activator: inactive

What do the screens show for `CCc1cccc(CC)c1NC(=O)CSc1nc2ccc(N3C(=O)C4C(C3=O)[C@H]3C=C[C@@H]4C3)cc2s1` (stereo partly specified)?
TMEM16A inh: inactive; MrgX1 antag: inactive; HDAC3 inh: inconclusive; SKKanGAS inh: 6; MrgX1 agonist: inactive; MrgX1 PAM: inactive; TRPC6 inhibitor: inactive; TMEM16A act: inactive; RGS4 pot: inactive; RGS4 inh: inactive; TRPC6 activator: inactive

What do the screens show for `CC(=O)c1c(C)[nH]c(C(=O)N2CCCC(C)C2)c1C` (stereo unspecified)?
TMEM16A inh: inactive; MrgX1 antag: inactive; HDAC3 inh: -2; SKKanGAS inh: -1; MrgX1 agonist: inactive; MrgX1 PAM: inactive; TRPC6 inhibitor: inactive; TMEM16A act: inactive; RGS4 pot: inactive; RGS4 inh: inactive; TRPC6 activator: inactive

How did CC(C)(C)C(=O)NC(=S)NNC(=O)c1ccc(-c2ccccc2)cc1 do in these assays?
TMEM16A inh: 100*; MrgX1 antag: inactive; HDAC3 inh: 1; SKKanGAS inh: 91*; MrgX1 agonist: 179*; MrgX1 PAM: inactive; TRPC6 inhibitor: inactive; TMEM16A act: -10*; RGS4 pot: -7.5*; RGS4 inh: inactive; TRPC6 activator: inactive

What do the screens show for `Brc1ccc(CSc2nnc(-c3ccco3)o2)cc1`?
TMEM16A inh: inactive; MrgX1 antag: inactive; HDAC3 inh: 2; SKKanGAS inh: 0; MrgX1 agonist: inactive; MrgX1 PAM: inactive; TRPC6 inhibitor: inactive; TMEM16A act: inactive; RGS4 pot: inactive; RGS4 inh: inactive; TRPC6 activator: inactive

Results for Cc1ccc[n+](CC(=O)Nc2ccc([N+](=O)[O-])cc2)c1 ?
TMEM16A inh: inactive; MrgX1 antag: inactive; HDAC3 inh: 5; SKKanGAS inh: -1; MrgX1 agonist: inactive; MrgX1 PAM: inactive; TRPC6 inhibitor: inactive; TMEM16A act: inactive; RGS4 pot: inactive; RGS4 inh: inactive; TRPC6 activator: inactive

How did COc1ccc(C2(O)CCN(Cc3nnnn3Cc3ccc(C)cc3)CC2)cc1 do in these assays?
TMEM16A inh: inactive; MrgX1 antag: inactive; HDAC3 inh: 1; SKKanGAS inh: -1; MrgX1 agonist: inactive; MrgX1 PAM: inactive; TRPC6 inhibitor: inactive; RGS4 pot: inactive; RGS4 inh: inactive; TRPC6 activator: inactive

Results for Cn1c(=O)cc(OCC(=O)N2CCN(c3ccccc3F)CC2)c2ccccc21 ?
TMEM16A inh: inactive; MrgX1 antag: inactive; HDAC3 inh: inconclusive; SKKanGAS inh: -10; MrgX1 agonist: inactive; MrgX1 PAM: inactive; TRPC6 inhibitor: inactive; TMEM16A act: inactive; RGS4 pot: inactive; RGS4 inh: inactive; TRPC6 activator: inactive

What do the screens show for `Cc1c(NS(=O)(=O)c2ccc3c(c2)CCN3C(=O)C2CC2)c(=O)n(-c2ccccc2)n1C`?
TMEM16A inh: inactive; MrgX1 antag: inactive; HDAC3 inh: -3; SKKanGAS inh: 1; MrgX1 agonist: inactive; MrgX1 PAM: inactive; TRPC6 inhibitor: inactive; TMEM16A act: inactive; RGS4 pot: inactive; RGS4 inh: inactive; TRPC6 activator: inactive

What do the screens show for `O=C(/C=C/c1ccco1)NC(=S)Nc1ccc(N2CCOCC2)c(Cl)c1`?
TMEM16A inh: inactive; MrgX1 antag: inactive; HDAC3 inh: -2; SKKanGAS inh: 87*; MrgX1 agonist: inactive; MrgX1 PAM: inactive; TRPC6 inhibitor: inactive; TMEM16A act: inactive; RGS4 pot: inactive; RGS4 inh: inactive; TRPC6 activator: inactive

How did COc1ccc(CNC(=O)C2COc3ccccc3O2)cc1 (stereo unspecified) do in these assays?
TMEM16A inh: inactive; MrgX1 antag: inactive; HDAC3 inh: -1; SKKanGAS inh: 1; MrgX1 agonist: inactive; MrgX1 PAM: inactive; TRPC6 inhibitor: inactive; TMEM16A act: inactive; RGS4 pot: inactive; RGS4 inh: inactive; TRPC6 activator: inactive

What do the screens show for `COc1ccc(Oc2ccc(-c3ccn[nH]3)cc2)cc1`?
TMEM16A inh: inactive; MrgX1 antag: inactive; HDAC3 inh: 2; SKKanGAS inh: 10; MrgX1 agonist: inactive; MrgX1 PAM: inactive; TRPC6 inhibitor: inactive; TMEM16A act: inactive; RGS4 pot: inactive; RGS4 inh: inactive; TRPC6 activator: inactive

Screening data deposited in PubChem by several laboratories.
